Assay outcomes as filed in PubChem BioAssay.
VIM-2 inhibitor – inhibitors of Pseudomonas aeruginosa VIM-2 metallo-beta-lactamase | purified VIM-2, nitrocefin hydrolysis, epi-absorbance fluorescence | inhibition, % at 5.6 µM | hit rate 0.89% among 290,000 | AID 1527;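 active means inhibition above the mean of all tested compounds plus 3 SD, cutoff set per screening run, cut at about 7.5% in these data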;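 further: red hydrolysis product quenches plate fluorescence so inhibitors raise well fluorescence; 0% = enzyme with DMSO and 100% = DMSO without enzyme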
NALP1 inh – NALP1 inhibition | hit rate 0.61% among 280,000 | S. cerevisiae NALP1/ASC/caspase-1 growth, X-gal OD620, 72 h | AID 2071 | inhibition, % at 10 µM; in the data active means inhibition mostly above about 24%, no sharp cut-off; inactive means mostly below about 32%; further: some compounds called inactive have numbers as strong as hits
UBC9 SUMO inh – SUMOylation inhibition. HTRF SUMOylation assay, SAE1/SAE2 + UBC9, in vitro. P63279. inhibition, % at 35 µM. hit rate 0.36% among 290,000. AID 2006; in the data active means inhibition above about 50%, passing the limit was not always enough; further: strong numbers were not always called active
Target sequence (P63279 whole entry, looked up): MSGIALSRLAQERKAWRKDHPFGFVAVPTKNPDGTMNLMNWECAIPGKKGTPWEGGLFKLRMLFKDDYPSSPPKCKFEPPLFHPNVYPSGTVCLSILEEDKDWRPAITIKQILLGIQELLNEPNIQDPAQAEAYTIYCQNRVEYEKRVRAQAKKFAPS
MEKK2mut PB1 HTS – signal of MEK5 binding to mutant human MEKK2 PB1 domain; bead flow cytometry, Alexa488-MEK5 binding to MEKK2 mutant; hit rate 0.35% among 290,000; percent response, % at 10 µM; AID 1530; in the data active means percent response above about 24%, passing the limit was not always enough; further: inactives centre near 1; some results filed as inactive read as strong as hits
MEKK2 WT-MEK5 – raises or lowers MEK5 binding to wildtype human MEKK2 PB1 domain. Q9Y2U5. bead flow cytometry, Alexa488-MEK5 binding to MEKK2 WT; actives lie on both sides. binding response (% of control), % at 10 µM. hit rate 1.1% among 290,000; in the data active means binding response below about 67% or above about 130%
HCV NS3 hel inh – HCV NS3 helicase inhibition | inhibition, % at 10.9 µM | NS3 helicase DNA unwinding, Cy5 molecular beacon fluorescence | hit rate 0.56% among 290,000;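 active means inhibition above the mean of all tested compounds plus 3 SD, set per campaign, cut at about 35% in these data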;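 further: 0% = DMSO wells and 100% = thioflavine S control wells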
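Measured by: Cy5 fluorescence, 0 and 60 min reads / Assay system: NS3 helicase fragment of HCV / Control set: low DMSO, high thioflavine S at 110 µM / Times: 1 h reaction at 25 °C, ATP-initiated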
IMP-1 inhibitor – blocks Pseudomonas aeruginosa IMP-1 metallo-beta-lactamase; purified IMP-1, nitrocefin hydrolysis, epi-absorbance fluorescence; inhibition, % at 5.6 µM; hit rate 0.45% among 290,000;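 active means inhibition above the mean plus 3 SD of all compounds in the same screening run, cut at about 4.5% in these data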;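 further: 0% = IMP-1 with DMSO and 100% = DMSO wells lacking enzyme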
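Assay system: purified recombinant IMP-1 beta-lactamase. Input: IMP-1 0.2 nM before substrate addition. Buffer or medium: Zinc- and detergent-supplemented HEPES buffer, pH 7.1. Schedule: 25 °C, 15 min preincubation, 25 min reaction. Signal: Epi-absorbance fluorescence, 480 nm excitation, 530 nm emission. Evaluation: percent inhibition from optical density relative to buffer-blank wells.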
DNA FID counter – displaces DNA intercalator in HCV helicase counter-screen. DNA fluorescent intercalator displacement, fluorescence. hit rate 0.17% among 290,000. inhibition, % at 7.9 µM. AID 1845; in the data active means inhibition above about 37%;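 further: 0% = vehicle and 100% = reference compound; higher means more ethidium bromide displaced from hairpin DNA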
M18AAP inhibitor – PfM18AAP enzyme inhibition; recombinant PfM18AAP, H-Glu-NHMec fluorogenic cleavage; inhibition, % at 7.35 µM; hit rate 1.2% among 290,000;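 active means inhibition above the campaign mean inhibition over all tested compounds plus 3 SD, cut at about 28% in these data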;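 further: 0% = plate median of test compound wells and 100% = 2 mM ZnCl2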
* = called active by the depositor; / = not tested or not shown.

Second line of a record: VIM-2 inhibitor	NALP1 inh	UBC9 SUMO inh	MEKK2mut PB1 HTS	MEKK2 WT-MEK5	HCV NS3 hel inh	IMP-1 inhibitor	DNA FID counter	M18AAP inhibitor
CN1CCC(=NNC(=O)C(=O)NC2CCCCC2)CC1
  -3.6	4	8	6	98	-1	-4.7	-2	1
N=c1c2c3c(sc2nc2n1CCCCC2)CCCC3
  6.1	13	0	6	112	2	3.6	13	13
CCOc1cc(/C=C2\C(=O)NN(c3ccccc3)C2=O)cc([N+](=O)[O-])c1O
  1.3	-12	-3	-15	88	29	-2.4	-13	10
CCn1c2ccccc2c2cc(NS(=O)(=O)c3ccccc3C)ccc21
  -3.1	-20	-21	5	103	-3	-1.1	1	-6
CC(=O)c1cccc(NC(=O)c2nccnc2C(=O)O)c1
  -1.3	16	18	-2	92	-9	-2.4	9	-3
CC(C(=O)Nc1ncc2c(n1)CC(C)(C)CC2=O)N1C(=O)c2ccccc2C1=O (centres undefined)
  -2.9	-4	7	-6	97	1	-0.1	2	-6
CC1=C(C(=O)OCc2ccccc2)C(c2ccc(Cl)cc2)NC(=O)N1CCCCCC(=O)O (centres undefined)
  -3.8	15	-7	1	101	11	-3.8	-42	2
Cc1ccc(Cl)cc1NC(=S)N1CCC(c2ccccc2)C1 (centres undefined)
  -4.1	-8	6	4	102	7	-2.7	-4	-3
O=C(c1ccc(Cl)c(F)c1F)N1CCCC1
  -3.1	-4	-12	1	101	7	-0.2	-3	-3
Cc1ccc2nc(CSc3nnc(Cc4cccs4)n3C3CCCCC3)cc(=O)n2c1
  -1.1	6	31	7	111	-3	-1.5	-33	-1
CCOC(=O)C1CCCN(C(=O)c2cc(-c3ccc(C)cc3)nc3ccccc23)C1 (centres undefined)
  -2.4	7	-10	1	102	-6	-3.0	-35	2
Nc1nc(NCc2ccco2)nc(N2CCCCCC2)c1[N+](=O)[O-]
  -0.1	46	-7	0	103	-7	-0.9	-12	-11
Cc1ccc(S(=O)(=O)Cn2nnnc2C(CC(C)C)N2CCN(c3ccc(F)cc3)CC2)cc1 (centres undefined)
  -3.4	11	-14	7	109	22	-7.2	-8	-3
COC(=O)COc1ccc(S(=O)(=O)N2CCOCC2)cc1C
  1.4	13	10	-6	89	-13	0.5	-6	-10
CCn1cc(C(=O)NCCCOC)c(=O)c2cc(S(=O)(=O)N3CCC(C)CC3)ccc21
  0.5	20	11	-8	93	-10	0.1	-34	6
Cc1c(-c2ccccc2)oc2c(C(=O)OCC(=O)Nc3cccc(F)c3)cccc2c1=O
  0.3	10	22	2	95	-3	-2.6	-2	-3
COc1ccccc1CNC(=O)c1cc2sccc2n1C
  -2.4	3	5	6	102	1	-2.2	-11	-5
CC(C)CCn1c(NCCN(C)C)nc2c1c(=O)[nH]c(=O)n2C
  2.2	13	9	-1	98	7	0.6	2	1
Cc1cc(NC(=O)c2ccccc2)n(C(C)(C)C)n1
  -2.1	3	-4	-2	101	-7	-2.3	-1	-6
COc1ccc2[nH]c(=O)c(CN(CCN(C)C)C(=O)NCc3ccccc3)cc2c1
  -1.5	22	26	4	107	-5	-3.0	0	-1
O=C(O)CCSc1nc2ccc(Br)cc2[nH]1
  -0.8	2	-20	2	108	-7	1.2	0	7
O=C1C2CC=CCC2C(=O)N1c1ccc(OCC(O)Cn2nnc3ccccc32)cc1 (centres undefined)
  -1.7	3	7	1	101	-8	1.6	-21	-4
CN1CCN(C(=S)NC(=O)c2cccc([N+](=O)[O-])c2)CC1
  -2.0	0	6	8	108	0	-3.0	-1	-1
CCN(c1ccccc1)S(=O)(=O)c1ccc(OC)c(OC)c1
  -0.7	-2	12	-1	99	2	-0.3	-3	-3
COC(=O)[C@@H](NC(=O)c1cc(COc2cncc(Cl)c2)on1)c1ccccc1
  -0.2	14	6	5	100	0	-1.4	-31	-9
COc1ccc(-n2c(SCC(=O)N3CCOCC3)nnc2C(C)N2CCCCC2)cc1 (centres undefined)
  -0.7	/	13	-3	104	-9	-2.2	-9	-12
CCN(CC(=O)NCc1ccc(F)cc1)C(=O)CN1CCN(c2ccc(OC)cc2)CC1
  -4.9	-4	24	7	97	5	1.0	1	15
CCc1ccc(C(=O)N/N=C/c2cccc3ccccc23)nc1
  -4.5	15	7	-2	92	3	-4.1	-18	8
COc1ccccc1CCNC(=O)CCCn1nc(C)c2c(C)n(-c3ccc(C)cc3)nc2c1=O
  -0.6	6	-7	2	98	8	-2.2	-51	2
Cc1ccc(/C=N/NC(=O)CSc2nc3ccccc3n2Cc2ccccc2)o1
  -2.1	-4	-15	31	118	-21	-2.6	-13	4
Cc1nc(C(F)(F)F)c(C(=O)NC(=O)Nc2ccccc2)s1
  -2.9	13	0	1	96	3	-3.6	-2	-7
COCC(=O)Nc1ncc(S(=O)(=O)c2ccc([N+](=O)[O-])cc2)s1
  -0.9	-12	4	-1	107	-8	-2.7	2	-3
COc1ccc(C2CC(c3ccc(F)cc3)Nc3nc(N)nn32)cc1 (centres undefined)
  -0.9	4	3	7	103	-6	-0.7	-24	5
CC/C(=N\NC(=O)OC)c1ccc(OC(F)F)cc1
  -2.2	29	15	1	99	-4	-3.9	-1	1
O=C(Nc1ccc(N2CCOCC2)c(S(=O)(=O)Nc2ccc(Cl)cc2)c1)c1cnccn1
  -3.0	1	11	1	102	-15	-2.0	-26	10
CCc1nnc(NC(=O)CN2CCN(c3nc(-c4ccccc4)cs3)CC2)s1
  -3.9	23	9	10	112	-15	-2.1	-30	4
CC(O)c1ccc(OCCN(C)c2ccccn2)cc1 (centres undefined)
  -1.7	8	21	10	110	-3	-5.8	-13	4
O=C(NCc1ccco1)c1ccc2c(c1)C(=O)N(Cc1ccccc1)C2=O
  -4.0	23	-14	-2	103	15	-6.2	-9	-2
CC(=O)Nc1ccc2nc(C)n(Cc3ccc(Cl)cc3)c(=O)c2c1
  -1.1	-93	18	2	98	-5	-1.5	-23	-10
O=C(CCNS(=O)(=O)c1cccc2nsnc12)NCCC1=CCCCC1
  -0.9	4	11	4	100	3	-1.5	-17	-9

3 entries out of the list, arranged by number of heavy atoms, largest number first:
Second line of a record: VIM-2 inhibitor	NALP1 inh	UBC9 SUMO inh	MEKK2mut PB1 HTS	MEKK2 WT-MEK5	HCV NS3 hel inh	IMP-1 inhibitor	DNA FID counter	M18AAP inhibitor
O=C(CCNS(=O)(=O)c1cccc2nsnc12)NCCC1=CCCCC1
  -0.9	4	11	4	100	3	-1.5	-17	-9
CC(=O)Nc1ccc2nc(C)n(Cc3ccc(Cl)cc3)c(=O)c2c1
  -1.1	-93	18	2	98	-5	-1.5	-23	-10
Cc1nc(C(F)(F)F)c(C(=O)NC(=O)Nc2ccccc2)s1
  -2.9	13	0	1	96	3	-3.6	-2	-7

More entries:
Second line of a record: VIM-2 inhibitor	NALP1 inh	UBC9 SUMO inh	MEKK2mut PB1 HTS	MEKK2 WT-MEK5	HCV NS3 hel inh	IMP-1 inhibitor	DNA FID counter	M18AAP inhibitor
CCCNc1nc2c(c(=O)n(C)c(=O)n2C)n1CCc1ccccc1
  -2.6	24	28	6	107	-5	-1.8	1	2
CCCc1c(C(=O)N/N=C/c2sccc2C)nnn1-c1nonc1N
  -1.5	-22	-2	1	97	7	-2.5	-11	12
CC(=NCCc1c(C)[nH]c2ccc(OC(F)(F)F)cc12)C1=C(O)CC(c2ccccc2)CC1=O (centres undefined)
  -3.1	2	-13	0	109	-6	-3.3	-4	-2
CCOc1cccc(-c2nnc(SCC(=O)Nc3cc(C)ccc3OC)n2N)c1
  -1.3	29	-8	-1	98	-7	-1.0	-27	1
CCOC(=O)c1cnc(SC2CC(=O)N(c3ccccc3)C2=O)nc1N (centres undefined)
  -1.5	7	-1	2	101	-1	-1.2	-1	14
COc1ccc(/C=C2/SC(=O)N(NS(=O)(=O)c3ccccc3)C2=S)cc1OC
  -2.8	6	18	2	100	16	-3.2	-25	14
COc1ccc(C(=O)c2ccc(Cl)cc2Cl)cc1
  -0.7	10	-7	11	111	6	-0.1	-3	-6
Cc1c(Cl)cccc1NC(=S)N(CCCN1CCOCC1)Cc1ccco1
  -1.0	2	-3	-16	82	-2	-2.1	2	0
Cc1nn(-c2cc(N3CCNCC3)ccc2[N+](=O)[O-])c(=O)c2ccccc12
  -2.5	6	19	2	105	7	-2.2	9	3
Cc1nc(/N=C(\N)NC(=O)c2ccccc2)nc2ccccc12
  -2.5	36	14	4	105	-10	-1.0	-3	2
COC(=O)c1ccccc1NC(=O)CSc1nc2ccccc2c(=O)[nH]1
  -0.9	24	-5	-1	103	0	-4.4	-13	-4
CCC(C)[C@H](NC(=O)N1CCCCCC1)C(=O)OC (some centres undefined)
  1.4	25	-4	-12	90	6	-1.5	-3	-1
CCc1ccccc1NC1=NCC(=O)N1C1CCCCC1
  -5.2	-4	-32	/	/	2	-3.0	-9	2
CSCCC1NC(=O)N(CC(=O)Nc2ccc(N3CCCCC3)cc2)C1=O (centres undefined)
  -4.0	27	9	5	106	-2	-2.0	-3	6
O=C(COc1ccc(Br)cc1CNCCCN1CCOCC1)Nc1ccccc1
  -4.5	23	23	0	100	-13	-1.3	24	2
COc1ccc(C(=O)CSc2nnc(-c3cccs3)n2-c2ccccc2)cc1
  -0.2	-4	46	-1	93	-5	-2.3	-1	-4
CCOc1nc(N2CCOCC2)nc(C)c1[N+](=O)[O-]
  -1.1	/	-16	-1	96	2	-1.6	-1	2
Cc1ccc(NC(=O)CSc2nc3ccccc3c(=O)n2Cc2cccs2)cc1
  3.3	10	-18	-4	97	9	0.4	-1	8
CCOc1ccc(S(=O)(=O)N(C)CC(=O)N2CCN(CC)CC2)cc1
  -0.6	15	8	2	104	-6	-2.7	-1	-12
Cc1ccc([N+](=O)[O-])cc1NC(=O)Cc1cccs1
  -2.9	11	34	-5	91	23	0.2	-5	4
CCn1c(/C=C/c2c(C)[nH]c3ccccc23)nc2ccccc2c1=O
  1.5	6	21	-2	85	2	1.1	4	-3
O=C(C[n+]1cccc(CNC(=O)c2ccc(OC(F)F)cc2)c1)Nc1cc(C(F)(F)F)ccc1Cl
  -0.6	23	1	25	144*	-71	-2.9	26	6
COc1ccc(N2C(=O)C(O)C2c2ccc(C)cc2)cc1 (centres undefined)
  -2.4	18	33	5	106	3	-2.8	-9	2
CCOC(=O)Cn1c(=O)c(F)cn(Cc2ccc(OC)c([N+](=O)[O-])c2)c1=O
  -1.7	-1	3	7	101	5	-4.9	0	-3
CCN(CC(=O)NCc1ccc(F)cc1)C(=O)c1ccc(Cl)cc1
  -0.2	-2	22	5	112	-1	-1.9	-9	-3
COc1ccc2c(c1)c(=O)oc1cc3oc(C)c(C)c3cc12
  -5.1	-5	41	/	/	2	0.5	-2	-11
CCn1c(C)nc2cc(C(=O)NNC(=S)Nc3ccc(F)cc3)ccc21
  -4.8	3	10	8	101	4	-3.9	-6	10
CCC1COC(c2cccn2Cc2ccc(Cl)cc2)=N1 (centres undefined)
  -1.8	21	-9	-3	84	4	-1.2	3	-8
